FLuc act counter = FLuc activators, initial screening, artefact control for FLuc-dependent activation tests, biochemical, ATPlite luminescence. Luciferin 4-monooxygenase (Photinus pyralis), P08659. ATPlite luciferase biochemical, 10 min; 0 = ATP-free wells, 1 = DMSO control. activation factor at 10 µM. 200,000 tested, under 10 active. AID 1027, 2008;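 active means luciferase activation factor, scaled between plate controls, of at least 2 with compound at 10 µM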
Target sequence (P08659 whole entry, looked up): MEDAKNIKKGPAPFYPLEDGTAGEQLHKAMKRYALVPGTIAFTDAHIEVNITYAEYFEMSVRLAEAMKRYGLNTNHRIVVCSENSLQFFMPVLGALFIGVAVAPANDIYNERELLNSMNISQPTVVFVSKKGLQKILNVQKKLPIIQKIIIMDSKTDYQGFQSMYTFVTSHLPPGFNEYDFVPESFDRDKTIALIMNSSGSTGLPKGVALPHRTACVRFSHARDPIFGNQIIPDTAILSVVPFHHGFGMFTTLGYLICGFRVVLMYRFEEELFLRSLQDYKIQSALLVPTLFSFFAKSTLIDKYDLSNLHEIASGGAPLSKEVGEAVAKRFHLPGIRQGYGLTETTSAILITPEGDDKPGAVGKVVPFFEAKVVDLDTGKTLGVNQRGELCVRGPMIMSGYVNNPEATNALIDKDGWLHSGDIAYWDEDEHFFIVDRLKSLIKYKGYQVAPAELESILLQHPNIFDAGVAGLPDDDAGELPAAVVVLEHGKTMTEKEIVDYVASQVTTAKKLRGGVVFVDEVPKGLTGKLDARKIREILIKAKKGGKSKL
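Material: luciferase plus luciferin reagent, cell-free. Medium: PBS buffer for ATP. Also added: ATP substrate, dispensed from a 10.24 µM working solution in PBS. Doses: test compounds dosed from 2 mM stocks in 100% DMSO. Incubation: 10 min post-reagent at room temperature. Technique: light output (luminescence). Read-out basis: luminescence gain marking luciferase activators.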
L major viab = Leishmania major promastigote growth inhibition, primary screen; Leishmania major promastigotes, resazurin fluorescence viability; inhibition, % at 10 µM; 200,000 tested, 9% active; AID 1063, 2008; in the data active means inhibition above about 50%;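 further: promastigotes grown with compound for 44 hours at 28 °C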
FLuc inh counter = firefly luciferase enzyme inhibitors, primary screen, artefact control for luciferase-based inhibitor screens, biochemical, luminescence, ATPLite; Luciferin 4-monooxygenase (Photinus pyralis), P08659; 200,000 tested, 1.5% active; inhibition, % at 10 µM; 10 min;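 active means inhibition above about 50% when tested at 10 µM, limit read from the data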
APP 5UTR inh = inhibitors of APP translation via 5'UTR reporter, primary screen, APP 5'UTR luciferase, SH-SY5Y cells; SH-SY5Y APP 5'UTR-luciferase reporter, luminescence; inhibition, % at 2 µM; 190,000 tested, 0.82% active;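 active means inhibition above a set limit, derived from the sample mean plus 3 SD, cut at about 45% in these data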; further: values of inactives mirror those of a sister screen read the other way
TNAP act hiacc = TNAP activators at high phosphate acceptor level, primary screen, biochemical, luminescence, uHTS. Alkaline phosphatase, tissue-nonspecific isozyme (Homo sapiens), P05186. purified TNAP, CDP-star luminescence, 1 M DEA, 30 min; hits give high values; 0 = EDTA background, 1 = DMSO-only activity. activation factor at 20 µM. 200,000 tested, under 10 active;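 active means activation factor at least 2 at 20 µM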
Target sequence (P05186 whole entry, looked up): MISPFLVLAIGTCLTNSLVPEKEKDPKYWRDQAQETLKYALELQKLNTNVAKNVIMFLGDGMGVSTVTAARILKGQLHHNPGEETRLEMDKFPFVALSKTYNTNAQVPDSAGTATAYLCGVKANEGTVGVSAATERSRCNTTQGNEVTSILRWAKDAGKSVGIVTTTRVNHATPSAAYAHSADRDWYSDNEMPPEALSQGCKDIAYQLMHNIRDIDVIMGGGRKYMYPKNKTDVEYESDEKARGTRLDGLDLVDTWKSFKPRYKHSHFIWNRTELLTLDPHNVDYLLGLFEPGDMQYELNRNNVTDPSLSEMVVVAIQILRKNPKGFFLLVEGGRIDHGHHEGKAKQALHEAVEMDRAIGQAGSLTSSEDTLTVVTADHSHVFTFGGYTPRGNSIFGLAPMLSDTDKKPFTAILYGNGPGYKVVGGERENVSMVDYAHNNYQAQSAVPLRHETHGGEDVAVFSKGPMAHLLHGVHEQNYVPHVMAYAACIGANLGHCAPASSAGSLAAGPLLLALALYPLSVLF
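Assay system: human TNAP; Input: enzyme diluted 1/800 final; Reagent: CDP-star luminogenic substrate at 100 µM final; Timing: 30 min, room temperature; Signal: luminescence; Evaluation: TNAP activation factor scaled between EDTA and DMSO control wells.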
bIAP act = bovine intestinal alkaline phosphatase activators, primary screen, biochemical, bovine IAP, CDP-star luminescence. alkaline phosphatase, intestinal [Bos taurus]. AID 1016, 2008. purified bovine IAP, 30 min; hits give high values; fold of DMSO-control signal, blank-subtracted. activation factor at 20 µM. 200,000 tested, 0.17% active;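 active means activation factor of 2 or more at 20 µM, a signal rise over negative controls twice the positive control's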
RAM network inh = inhibitors of the yeast RAM network, primary screen, dse1pr::URA3 reporter, 5-FOA selection; inhibition, % at 50 µM; S. cerevisiae dse1pr::URA3 reporter, 5-FOA growth OD615, 2 d; analog-sensitive cbk1-as2 kinase mutant strain; 190,000 tested, 1.8% active;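 active means inhibition above a set limit, 3 SD over mean compound inhibition, cut at about 8.4% in these data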;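 further: 0% = DMSO-only wells with no growth and 100% = 10 µM 1-NA-PP1 full growth; inhibition rescues growth on 5-FOA so higher OD means more RAM inhibition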
TNAP inh no acc = human TNAP enzyme inhibitors, primary screen, biochemical, luminescent, no phosphate acceptor, uHTS; inhibition, % at 20 µM; purified TNAP, CDP-star luminescence, 30 min; 200,000 tested, 0.26% active;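 active means tissue-nonspecific alkaline phosphatase inhibition above about 50% at 20 µM in the single-dose screen, limit read from the data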;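 further: 0% = DMSO negative control and 100% = EDTA positive control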
bIAP inh = bovine intestinal alkaline phosphatase inhibitors, primary screen, selectivity assay for TNAP inhibitor project, biochemical, bovine IAP, CDP-star luminescence; alkaline phosphatase, intestinal [Bos taurus]; purified bovine IAP, 30 min; inhibition, % at 20 µM; 190,000 tested, under 10 active; AID 1019, 2008;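 active means over 50% inhibition of intestinal alkaline phosphatase at 20 µM in the single-dose screen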
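test system = bovine IAP enzyme | medium = DEA buffer 100 mM, pH 9.8, with MgCl2 1.0 mM, ZnCl2 0.02 mM | detection = luminescence | dosing = single compound dose of 20 µM, 2% DMSO final | incubation = 30 min reaction at room temperature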
TNAP inh hiacc = human TNAP enzyme inhibitors, primary screen, biochemical, luminescent, high phosphate acceptor level, uHTS. purified TNAP, CDP-star luminescence, 1 M DEA. inhibition, % at 20 µM. 200,000 tested, 0.03% active. AID 1135, 2008;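 active means over 50% inhibition of tissue-nonspecific alkaline phosphatase at 20 µM in the single-dose screen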;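 further: plate controls were DMSO wells for no effect and EDTA-quenched wells as full inhibition for full effect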
* hit, by the source's call; . = not tested or not shown.

Start of the data: the first four entries as a preview:
Values run as follows: FLuc act counter	L major viab	FLuc inh counter	APP 5UTR inh	TNAP act hiacc	bIAP act	RAM network inh	TNAP inh no acc	bIAP inh	TNAP inh hiacc
CC1CC(=O)Nc2ccccc2S1(=O)=O (stereo not given)
    1	-8	0	-21	1	1	3.7	-8	4	1
Clc1ccsc1-c1csc(-c2cccnc2)n1
    0.9	15	9	-28	1	0.8	5.0	-19	19	-2
CC(C)N(C(=O)CSc1nc2ccccc2c(=O)[nH]1)C(C)C
    1	-5	0	-6	1	1	2.0	-8	2	0
CC(=O)c1ccc(Nc2cc(C)nc3c(C)cccc23)cc1
    1	27	0	87*	1	1	0.4	0	1	3

Results (from the top)
Values run as follows: FLuc act counter	L major viab	FLuc inh counter	APP 5UTR inh	TNAP act hiacc	bIAP act	RAM network inh	TNAP inh no acc	bIAP inh	TNAP inh hiacc
CC1CC(=O)Nc2ccccc2S1(=O)=O (stereo not given)
    1	-8	0	-21	1	1	3.7	-8	4	1
Clc1ccsc1-c1csc(-c2cccnc2)n1
    0.9	15	9	-28	1	0.8	5.0	-19	19	-2
CC(C)N(C(=O)CSc1nc2ccccc2c(=O)[nH]1)C(C)C
    1	-5	0	-6	1	1	2.0	-8	2	0
CC(=O)c1ccc(Nc2cc(C)nc3c(C)cccc23)cc1
    1	27	0	87*	1	1	0.4	0	1	3
CC(=O)N/C(=C\c1ccccc1)C(=O)OCC(=O)NC(C)C12CC3CC(CC(C3)C1)C2 (stereo not given)
    1	14	-2	-7	1	0.8	1.9	10	19	2
O=C(CCn1c(=S)[nH]c2ccccc2c1=O)N1CCOCC1
    1	-7	4	-19	1	0.9	1.5	0	8	4
Nc1[nH]ncc1N=Nc1ccc(Cl)cc1
    1	2	-1	-13	1	1.1	1.5	-31	-14	-2
Cc1ccccc1C(=O)Nc1ccccc1C(=O)N/N=C\c1ccco1
    0.8	-3	23	-18	1.1	1	-0.2	-8	-4	-6
CCc1cc(C(=O)N2CCCC(CCC(=O)N3CCN(c4ccccn4)CC3)C2)no1 (stereo not given)
    1	-5	0	11	1	1	2.6	-1	-3	-3
COc1ccc(CCNC(=O)CC2SC(=NCCc3ccccc3)NC2=O)cc1OC (stereo not given)
    1	-2	-2	-7	1	1.1	3.3	-6	-6	2
CCOC(=O)C1(CCOc2ccccc2)CCN(Cc2cnc(SC)nc2)CC1
    1.1	86*	-7	13	1	1.1	1.7	-3	-14	-5
CCOC(=O)c1ccc(-n2c(CC)nc3ccccc3c2=O)cc1
    1	10	-4	16	1	1	2.9	-1	4	-1
O=C(COC(=O)/C=C/c1ccc(OC(F)F)cc1)NCCN1C(=O)CSC1=O
    1	-3	-2	-1	1	0.9	3.3	-15	8	0
CCOc1cc(C)nc(N2CCN(C3CCCCC3)CC2)n1
    1.1	2	-5	-1	1	1.1	0.9	-6	-6	0
COc1ccc2[nH]c(=O)c(CN(Cc3ccccc3)C(=S)NCC3CCCO3)cc2c1 (stereo not given)
    1.1	12	-10	22	1.1	1	5.4	-5	-1	-5
C=CCN(CC=C)C(=O)C(=O)c1ccn(-c2c(C)csc2C(=O)OC)c1
    1	1	0	-16	1.1	1	-0.4	-6	4	-5
O=C(N/N=C/c1ccc(F)cc1)c1ccc(Br)cc1
    0.8	-2	19	-14	1.1	1	2.3	-11	-1	-5
CCOC(=O)c1c(C)[nH]c(C(=O)CC(=O)OC)c1C
    1.1	-5	-6	-6	1	1.1	-0.6	-1	-9	-5
CCOC(=O)/C(=C/c1c(C)n(C)c2ccc([N+](=O)[O-])cc12)C(C)=O
    1	83*	-4	2	1	0.6	3.7	2	39	0
CN(NC(=O)COc1ccccc1)c1ccccc1
    1	-3	0	6	1.1	0.7	0.0	-13	30	-8
Cc1cc(C(=O)NC2CC2)c2ccccc2n1
    1	-2	-4	-13	1	1.1	0.3	4	-7	0
Cc1nn2cc(-c3cccc(Cl)c3)cnc2c1Cl
    1	2	-4	-78	1.1	1.1	2.5	-16	-6	-7
CC(=O)c1ccc(N2CCN(C(=O)c3ccc4ccccc4n3)CC2)cc1
    1.1	4	-9	5	1	1	0.7	-5	3	-4
COc1ccc(S(=O)(=O)N(C)CC(=O)NCc2cccnc2)cc1
    1	-6	-3	5	1.1	0.9	-0.5	-10	9	-5
CC1CCN(C2CCN(S(=O)(=O)c3ccc(F)cc3)CC2)CC1
    1	90*	-3	12	1	1	0.4	-4	0	0
O=C(CSc1nnc(Cc2ccccc2)o1)Nc1ccc(Br)cn1
    1	-6	-5	-6	1	0.8	3.4	-7	22	-1
CC1CCCCC1NC(=O)CCCc1nc2ccccc2c(=O)[nH]1 (stereo not given)
    1.1	-2	-6	4	1	1	0.0	-7	-1	-2
Cc1ccc(CCC2C3=C(CCCC3=O)OC3=C2C(=O)CCC3)cc1
    1	5	-4	2	1	1	-0.2	-8	3	0
Cc1noc(C)c1CSc1nc2ccccc2[nH]1
    1	-2	-2	4	1	0.9	1.1	-12	7	-3
CC1(C)C(O)=C(c2nc3ccccc3[nH]2)C(=N)N1c1ccccc1
    1	82*	-5	-25	1	1.2	4.2	-6	-20	-5
Cc1ccc(-c2[nH]c(-c3ccc(Cl)cc3)nc2SCC(=O)NCC2CCCO2)cc1 (stereo not given)
    1	70*	-3	-9	1	1	2.8	-32	-4	-3
O=C(OCc1nc2ccccc2s1)c1cnccn1
    0.9	26	12	-79	1	0.9	0.1	-9	7	-2
COc1ccc(CC2(CO)CCN(Cc3ccncc3)CC2)cc1
    1	89*	-2	-13	1	1	0.7	-6	-4	0
O=C1/C(=C/c2cccnc2)Sc2ccccc21
    0.7	83*	32	1	0.9	0.8	-2.0	9	22	5
COc1cc(NS(=O)(=O)c2ccc(NC(=O)c3ccc(S(=O)(=O)N4CCCCC4)cc3)cc2)ncn1
    1	-3	-2	1	1	0.9	3.4	-1	6	3
CCOC(=O)C1=C(c2ccccc2)O/C(=C(\C(=O)OC)C(F)(F)F)S1
    1	-6	-3	23	1.1	1	11*	14	2	-5
Cc1oc(-c2cc(F)ccc2F)nc1CN1CCN(c2ncnc3ccccc23)CC1
    1	17	-3	13	1.1	1	1.8	-4	-5	-6
O=C(Nc1ccccc1)N(Cc1ccc2c(c1)OCO2)Cc1nc2ccccc2c(=O)[nH]1
    1	-2	-2	0	1	0.9	3.9	-6	6	1
O=C(Nc1ccc(S(=O)(=O)Nc2ncccn2)cc1)c1ccc(Br)s1
    1.1	-7	-8	6	1	0.9	7.5	-6	10	-3
Fc1ccc2nc3n(c2c1F)CCCCCC3
    1	6	-4	5	1.1	0.9	0.4	2	12	-8
CCCCN1CCCC1CNC(=O)c1cc(C#N)c2ccccc2c1OC (stereo not given)
    1	.	1	.	1	1	.	-8	-1	-3
CNC(=O)c1ccc(-n2nc(C)cc2-c2ccccc2)cc1
    1	3	3	16	1	1.1	-0.1	-1	-9	5
CC(=O)N1CCN=C1SCc1ccc(C)cc1
    1	16	-4	-3	1	0.8	0.9	-14	19	0
Cc1c(O)ccc(/C(Cc2ccc3ccccc3n2)=N\O)c1O
    1	59*	-2	-36	1	1	2.0	-11	4	-5
O=C(O)c1ccc(S(=O)(=O)c2ccc3c(c2)C(=O)N(CC2CCCO2)C3=O)cc1 (stereo not given)
    1.1	1	-6	7	1.1	0.9	4.1	-14	10	-7
O=C(O)CC(=O)Nc1ccccc1C(=O)O
    1	-8	-4	2	1	0.9	0.8	-15	12	-5
O=C(O)c1ccccc1NC(=O)N1CCOCC1
    1.1	0	-8	-2	1	1.1	2.1	4	-6	-1
CCCn1c(Nc2ccc(Cl)cc2)nc2ccccc21
    1	-7	-4	-3	1	0.9	-0.2	-10	9	-5
CCOC(=O)C1CCN(C(=O)c2ccccc2N(C)S(=O)(=O)c2ccccc2)CC1
    1	53*	-2	-7	1	0.9	0.1	-7	6	-2
CN=CC1=C(O)c2ccccc2C1=O
    1	-4	-4	5	1	0.9	-0.5	-11	10	-2

Next part:
Values run as follows: FLuc act counter	L major viab	FLuc inh counter	APP 5UTR inh	TNAP act hiacc	bIAP act	RAM network inh	TNAP inh no acc	bIAP inh	TNAP inh hiacc
CC1CC(C)CN(C(=O)c2ccncc2)C1 (stereo not given)
    1	-3	-4	-11	1.1	1	0.8	-16	0	-5
COc1ccc2nc(NC(=O)CCc3cc(OC)c(OC)c(OC)c3)sc2c1
    1.1	40	-6	0	1.1	1	7.0	-15	2	-6
Cc1ccc(OCC(=O)Nc2ccc(N3CCN(C(=O)c4ccco4)CC3)cc2)cc1C
    1	36	-5	6	1.1	1	1.4	-10	1	-6
Cc1nc(SCC(=O)NCc2ccccc2)c2c(=O)n(C)c(=O)n(C)c2n1
    1	-2	-4	14	1	0.9	3.8	-4	10	-2
CCN(CC)CCn1c(NCc2ccccn2)nc2ccccc21
    1	12	-2	.	1	1	-0.2	-6	4	-1
COc1ccc(C2CC3(CC(C)(C)NC(=O)N3)Oc3cc(O)ccc32)cc1 (stereo not given)
    1	0	1	-4	1	1	1.0	-2	-2	-2
CC(C(=O)NCC1CCCCC1)N1CCN(S(=O)(=O)c2ccccc2F)CC1 (stereo not given)
    1	2	-4	-9	1.1	1	0.4	-13	-5	-7
O=C1N/C(=N\N=C\c2cccs2)SC1Cc1ccc(Cl)cc1Cl (stereo not given)
    1	-9	-1	4	1	0.9	4.2	-8	8	3
CSc1cccc(NC(=O)C2CCCN(S(=O)(=O)c3ccc(F)cc3)C2)c1 (stereo not given)
    1.1	14	-6	6	1.1	0.9	4.5	-19	12	-6
CC1=C/C(=N\S(=O)(=O)c2ccccc2)C(C(C)C)=CC1=O
    1.1	0	-11	-10	1	1	3.6	-24	-2	-3
O=C(/C=C/c1ccc(Cl)cc1)Nc1ccc(N2CCOCC2)cc1
    1.1	15	-10	-1	1.1	0.9	2.2	-9	9	-5
N#C/C(=C\c1ccncc1)c1nc2ccccc2[nH]1
    1	59*	1	-93	1	1	3.2	-10	-1	-5
COc1ccc(-c2nnc(Nc3ccc(S(=O)(=O)Nc4nccs4)cc3)c3ccccc23)cc1
    1	-8	0	-9	1	1.2	4.1	0	-16	0
CCOC(=O)c1sc2ncn(C(C)C(=O)OCC)c(=O)c2c1C (stereo not given)
    1	7	2	11	1	1.1	-0.2	-6	-6	-1
